Screening data as filed in PubChem BioAssay.
Tb PGK inh = qHTS Assay to Find Inhibitors of Phosphoglycerate Kinase; Potency, µM (series often up to 57.5 µM), for inactives: top-dose activity change, negative = inhibition, most hits filed as inhibitors; Phosphoglycerate kinase, glycosomal (Trypanosoma brucei brucei), P07378; 380,000 compounds, 0.043% hits; PGK/GAPDH coupled, Kinase-Glo luminescence, 60 min; also: potency is read from the fitted curve at half-maximal effect; % is scaled to controls: 0 for no effect and ±100 for the full control effect; nearly all actives have a fitted effect of over 60% in size
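Luminescent ATP detection (Kinase-Glo Plus) follows a 60-minute room-temperature incubation, with wells lacking PGK as controls. Buffer: 100 mM TEA (pH 7.6), 5 mM MgCl2, 0.01% Tween-20. Coupling enzyme GAPDH (100 nM final) supplies unstable 1,3-BPG in-well.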
GLS inhibitor = qHTS for Inhibitors of Glutaminase (GLS) | 410,000 compounds, 0.21% hits | Potency, µM (highest dose often 45.5 µM), without a hit: at the top dose activity change, negative = inhibition, most hits filed as inhibitors | Glutaminase kidney isoform, mitochondrial (Homo sapiens), O94925 | AID 624170, 2012 | GLS enzymatic activity, qHTS titration; also: potency is read from the fitted curve at half-maximal effect; % is scaled to controls: 0 for no effect and ±100 for the full control effect
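Coupled fluorescence readout: glutamate oxidase/HRP/Amplex Red detect glutamate formed by hKGA from L-glutamine (1 mM solution added). Buffer 45 mM KH2PO4 pH 8.2, 0.02% Tween-20; reads at t0 and 30 min RT.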
rTrxR1 inhibitor = qHTS Assay for Inhibitors of Mammalian Selenoprotein Thioredoxin Reductase 1 (TrxR1): qHTS | 390,000 compounds, 1% hits | AID 588453, 2011 | Potency, µM (doses to about 114 µM), for inactives: at the highest dose activity change, negative = inhibition, actives largely listed as inhibitors | Thioredoxin reductase 1, cytoplasmic (Rattus norvegicus), O89049 | recombinant rTrxR1, NADPH fluorescence consumption, selenite substrate; also: potency is read from the fitted curve at half-maximal effect; % is scaled to controls: 0 for no effect and ±100 for the full control effect; nearly all actives have a fitted effect of over 65% in size
Target sequence (O89049 whole entry, looked up): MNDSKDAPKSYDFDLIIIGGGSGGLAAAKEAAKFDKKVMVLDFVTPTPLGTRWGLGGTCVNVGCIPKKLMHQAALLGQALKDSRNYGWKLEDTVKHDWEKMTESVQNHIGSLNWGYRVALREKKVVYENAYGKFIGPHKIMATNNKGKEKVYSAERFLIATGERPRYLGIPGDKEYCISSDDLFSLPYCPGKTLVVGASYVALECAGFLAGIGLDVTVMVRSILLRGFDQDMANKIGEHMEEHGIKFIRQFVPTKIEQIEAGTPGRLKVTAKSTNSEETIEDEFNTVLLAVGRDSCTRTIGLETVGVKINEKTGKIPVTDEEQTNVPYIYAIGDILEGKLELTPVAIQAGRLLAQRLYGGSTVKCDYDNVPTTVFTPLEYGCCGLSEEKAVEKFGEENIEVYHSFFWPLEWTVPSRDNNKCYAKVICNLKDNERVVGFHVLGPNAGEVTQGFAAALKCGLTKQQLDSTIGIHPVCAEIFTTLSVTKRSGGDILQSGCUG
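Rat TrxR1 (90 nM in the dispensed reagent) was pre-reduced with 400 uM NADPH for 5 min at room temperature, then incubated with compound for 15 min. After 400 uM selenite was added, NADPH fluorescence (Ex 340/Em 450 nm) was followed for 8 min.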
USP1-UAF1 inh = Inhibitors of USP1/UAF1: Primary Screen | Ubiquitin carboxyl-terminal hydrolase 1 (Homo sapiens), O94782 | recombinant USP1/UAF1, Ub-Rhodamine cleavage fluorescence | Potency, µM (series often up to 57.1 µM), for the others: at the highest dose activity change, negative = inhibition, usual class: inhibitors | 390,000 compounds, 0.23% hits | AID 743255, 2014; also: potency is read from the fitted curve at half-maximal effect; % is scaled to controls: 0 for no effect and ±100 for the full control effect; nearly all actives have a fitted effect of over 60% in size; inactives centre near -12
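In this screen, compounds sit with the deubiquitinase complex (1nM) for 15 min at room temperature before Ub-Rho is added at 150nM final. Fluorescence rise is then followed for 6 reads every 60 seconds.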
HP1b chromo inh = HTS for Inhibitors of HP1-beta Chromodomain Interactions with Methylated Histone Tails. Chromobox protein homolog 1 (Homo sapiens), P83916. AlphaScreen HP1-beta / biotin-H3K9me3 peptide binding. Potency, µM (highest dose often 114 µM), inactives show top-dose activity change, negative = inhibition, usual class: inhibitors. 390,000 compounds, 0.56% hits. AID 540317, 2011; also: potency is read from the fitted curve at half-maximal effect; nearly all actives have a fitted effect of over 70% in size; inactives centre near 23
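HP1-beta protein (50 nM final) preincubated 30 min at room temperature with biotinylated H3(1-18)K9me3 peptide (50 nM) in PBS pH 7.4, 0.01% Tween-20, then compound added for 30 min. AlphaScreen streptavidin donor/nickel chelate acceptor beads (10 ug/mL final), 30 min dark, luminescence read.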
PI4K2A inh = qHTS for small molecular inhibitors of PI4K2A | activity change, negative = inhibition, % at 76.9 µM | 420,000 compounds, 0.13% hits | Phosphatidylinositol 4-kinase type 2-alpha (Homo sapiens), Q9BTU6 | purified PI4K2A, ADP-Glo luminescence, 1 h; active compounds read low | AID 1346378, 2018; in the data active = activity change below about -50%; inconclusive = mostly about -30% to -49%;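 also: -100% = wells without enzyme as full effect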
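Compounds are screened against recombinant PI4K2A using PI as substrate and ATP, the latter dispensed at 300 microM. Reactions run one hour at ambient temperature before ADP-Glo detection; full inhibition defined by wells lacking enzyme.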
TrxR1 substrate = qHTS Assay for Substrates of Mammalian Selenoprotein Thioredoxin Reductase 1 (TrxR1): qHTS | Potency, µM (highest dose often 114 µM), inactives show top-dose activity change, negative = substrate turnover | Thioredoxin reductase 1, cytoplasmic (Rattus norvegicus), O89049 | purified TrxR1 substrate turnover, NADPH consumption readout | 390,000 compounds, 0.01% hits; also: potency is read from the fitted curve at half-maximal effect; % is scaled to controls: 0 for no effect and ±100 for the full control effect; nearly all actives have a fitted effect of over 50% in size
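Rat TrxR1, dispensed at 90 nM, was prereduced with 400 uM NADPH (final) for 5 min at ~22 deg C, then incubated with compound 15 min before 400 uM selenite. A first-read NADPH fluorescence drop versus no-compound background flagged substrates.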
mIDH1 inhibitor = qHTS for Inhibitors of mutant isocitrate dehydrogenase 1 (IDH1): qHTS | Isocitrate dehydrogenase [NADP] cytoplasmic (Homo sapiens), O75874 | IDH1-R132H enzyme, NADPH consumption, diaphorase/resazurin fluorescence | Potency, µM (titrated, usually from 76.6 µM), for the others: at the highest dose activity change, negative = inhibition, usual class: inhibitors | 390,000 compounds, 0.093% hits | AID 602179, 2012; also: potency is read from the fitted curve at half-maximal effect; % is scaled to controls: 0 for no effect and ±100 for the full control effect; nearly all actives have a fitted effect of over 65% in size
Target sequence (O75874 whole entry R132H, stated change not applied): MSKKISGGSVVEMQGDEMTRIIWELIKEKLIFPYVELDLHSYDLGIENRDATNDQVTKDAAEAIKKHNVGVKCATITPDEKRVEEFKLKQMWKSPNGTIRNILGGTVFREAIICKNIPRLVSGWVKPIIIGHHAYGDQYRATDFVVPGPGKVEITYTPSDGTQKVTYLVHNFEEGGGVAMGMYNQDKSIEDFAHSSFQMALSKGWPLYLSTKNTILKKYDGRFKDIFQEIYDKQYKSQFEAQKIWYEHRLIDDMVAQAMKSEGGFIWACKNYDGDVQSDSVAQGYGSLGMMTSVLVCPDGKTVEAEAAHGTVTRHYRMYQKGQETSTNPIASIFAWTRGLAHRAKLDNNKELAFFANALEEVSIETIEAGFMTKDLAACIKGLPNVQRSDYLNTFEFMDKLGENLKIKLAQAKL
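IDH1-R132H (0.5 ug/mL dispensed) in pH 7.5 Tris buffer was preincubated 30 min with compound, then given a substrate mix of 0.016 mM NADPH and 2 mM alpha-KG for 80 min at room temperature; remaining NADPH was read by diaphorase/resazurin fluorescence.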
Pin1 inh = qHTS Assay to Find Inhibitors of Pin1; Pin1 FP peptide displacement, HiFluor488, 10 min; 390,000 compounds, 0.009% hits; AID 504891, 2011; Potency, µM (highest dose often 115 µM), for inactives: at the highest dose activity, negative = inhibition, usual class: inhibitors; Peptidyl-prolyl cis-trans isomerase NIMA-interacting 1 (Homo sapiens), Q13526; active = well fitted inhibition curve with a large enough effect in the polarisation, with a control signal flat, not every such curve was filed as active; inconclusive = small, poorly fitted or top-dose-only effect, or effect the other way, or a change in a side signal; inactive = no such curve, though single readings can be large or run the other way; the % refers to the polarisation; also: potency is read from the fitted curve at half-maximal effect; % is scaled to controls: 0 for no effect and ±100 for the full control effect
Target sequence (Q13526 whole entry, looked up): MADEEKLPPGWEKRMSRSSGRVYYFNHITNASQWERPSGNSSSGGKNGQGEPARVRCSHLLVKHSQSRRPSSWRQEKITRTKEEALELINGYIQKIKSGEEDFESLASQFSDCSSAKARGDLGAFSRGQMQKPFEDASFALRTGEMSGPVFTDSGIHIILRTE
* = called active by the depositor; i = inactive; ? = inconclusive; / = no result given; & = joins results of further samples; [ ] = remark or other dose. Unless noted, calls follow the shape of the dose curve; as a rule, active = well fitted curve in the direction sought with a large enough effect; inconclusive = small, poorly fitted or top-dose-only effect, or another doubt; inactive = no such curve, though single readings can be large; an effect the other way counts as inactive or inconclusive. This is a subset (hit frequency here may not be typical).

Tb PGK inh	GLS inhibitor	rTrxR1 inhibitor	USP1-UAF1 inh	HP1b chromo inh	PI4K2A inh	TrxR1 substrate	mIDH1 inhibitor	Pin1 inh	SMILES
9%	-27%	-35%	-17%	35%	-20	96%[activator][57.1 µM]	3%	0%	Cc1c(CC(=O)O)c(=O)oc2cc(OCc3ccc(Cl)cc3)ccc12
i	6%	13%[57.1 µM]	-14%	22%	8	-5%[57.1 µM]	0%	6%	O=C(CNc1ccc(F)cc1)N/N=C1\CCc2ccccc21
i	?	14%	-7%	?	-2	-1%	-3%	-14%	CCOC(=O)N1CCC(N2CCN(S(=O)(=O)c3ccc(NC(C)=O)cc3)CC2)CC1
1%	-2%	/	-7%	/	-3	/	2%	/	CCCCCCN1C[C@@H](n2cc(COC(=O)c3ccccc3)nn2)[C@H](O)C[C@@H]1c1ccc(Cl)cc1
-10%	0%	5%[57.1 µM]	-20%	19%	11	0%[57.1 µM]	1%	-3%	CN1CCN(S(=O)(=O)c2ccc(NC(=O)COc3ccccc3Cl)cc2)CC1
0%	14%	0%	-13%	-7%	5	-3%	9%	1%	COC(=O)C1=CN(c2ccc(OC)cc2)C=C(C(=O)OC)C1c1ccc(C)c([N+](=O)[O-])c1
-1%	-5%	/	-20%	/	0	/	10%	/	CCCC1NC(=O)c2cccnc2-n2c1nc1ccc(C)cc1c2=O (centres undefined)
-2%	8%	5%	7%	41%[activator]	2	2%	-7%	-4%	CCOC(=O)N1CCc2c(sc3c2c(=O)n(-c2ccc(Cl)cc2)c(=O)n3Cc2cccc(C)c2)C1
i	-7%	48%[activator]	-20%	22%	-2	18%	2%	17%	CCOC(=O)CNC(=O)c1cc2c(=O)n(CC)c3ccccc3c2s1
-2%	14%	36%	10%	12%	-5	5%	-11%	1%	CCCCOC(=O)c1ccc(NC(=O)c2c(N)n(C)c(=O)[nH]c2=O)cc1
6%	6%	11%	-4%	24%	4	0%	-2%	0%	CC(=O)c1c(C)n(-c2ccc(C)cc2C)c2ccc(O)cc12
i	-1%	-12%	-7%	17%	5	-12%	9%	0%	COc1cccc(/C=C/C(=O)NCCc2ccc3c(c2)OCCO3)c1
1%	0%	11%	-7%	16%	4	-3%	-3%	-5%	COc1cccc(C2c3c(oc4ccccc4c3=O)C(=O)N2c2ccccn2)c1 (centres undefined)
2%	4%	1%	-7%	22%	-3	-1%	-6%	1%	Cn1c(=O)c2c(nc(N3CCOCC3)n2Cc2ccccc2Cl)n(C)c1=O
-2%	0%	27%[57.1 µM]	-15%	20%	2	8%[0.0914 µM]	7%	-8%	NS(=O)(=O)c1ccc(CNC(=O)CNC(=O)c2ccc(Br)o2)cc1
0%	0%	-11%	-5%	9%	-3	-5%	5%	3%	COC(=O)c1ccccc1NC(=O)CSCC(=O)Nc1ccccc1
-8%	1%	12%	-13%	26%	-6	-2%	-10%	-5%	Fc1ccc(-n2nnc(-c3cnc4ccccc4c3)n2)cc1
-5%	-1%	10%	-7%	37%	-5	-2%	-2%	-11%	Cc1ccccc1NC(=O)NCCc1ccc(Cl)cc1
-5%	-1%	15%	-16%	19%	2	1%	4%	?	CCOc1ccc(C(=O)CCC(=O)N2CCC(C(=O)OC)CC2)cc1
-4%	11%	9%[57.1 µM]	-32%	30%	-6	10%[57.1 µM]	-20%	3%	C[C@H](CO)N1C[C@H](C)[C@@H](CN(C)C(=O)Nc2ccc3c(c2)OCO3)Oc2ccc(NC(=O)NC3CCCCC3)cc2C1=O

Following part:
Tb PGK inh	GLS inhibitor	rTrxR1 inhibitor	USP1-UAF1 inh	HP1b chromo inh	PI4K2A inh	TrxR1 substrate	mIDH1 inhibitor	Pin1 inh	SMILES
8%	4%	10%	-26%	-4%	1	3%	12%	-2%	Cc1cc(=O)[nH]c(N/N=C/C(C)c2ccccc2)n1 (centres undefined)
-6%	7%	10%[57.1 µM]	-2%	102%[activator]	-6	1%[57.1 µM]	2%	?	CC(C)(C)OC(=O)N1CCC[C@H]1c1nnc(SCc2ccc(Cl)cc2Cl)o1
i	-2%	17%	-11%	25%	-4	0%	11%	-13%	CCC/C(=N\NC(=O)c1ccco1)c1ccc(Cl)s1
-6%	-9%	7%	-2%	24%	-1	14%	1%	-2%	COc1cc(NC(=O)c2ccco2)c(OC)cc1NC(=O)Nc1cccc(Cl)c1
-6%	1%	-9%	-15%	29%	2	-5%	7%	-5%	CCc1nnc(NC(=O)CN2C(=O)NC3(CCCC3)C2=O)s1
5%	19%	2%	-9%	18%	-5	-5%	-5%	3%	COC(=O)C1=C(CS(=O)(=O)c2ccccc2)NC(=O)NC1c1ccc(O)cc1 (centres undefined)
-4%	10%	7%[57.1 µM]	0%	12%	-18	6%[57.1 µM]	-1%	?	Cn1ccnc1SCC(=O)Nc1sccc1C#N
-6%	0%	12%	-11%	28%	1	-4%	-11%	-15%	Cc1nc2ccc(S(=O)(=O)NCC(=O)NCCc3ccc(Cl)cc3)cc2s1
i	4%	30%[57.1 µM]	-27%	-18%	13	7%	7%	0%	C/C1=C\CCC2C(/C=C(\C)CC1)OC(=O)C2CN1CCCCC1 (centres undefined)
-3%	-9%	15%	-21%	-18%	4	0%	31%[activator]	30%	COc1ccc(NC(=O)c2ccc3[nH]c(C)c(C)c3c2)cc1
-15%	-1%	/	-6%	/	-8	/	11%	/	O=C(Cn1cnc([N+](=O)[O-])c1)Nc1ccc(Cl)cc1Cl
8%	2%	?	2%	25%	-5	-3%	8%	-3%	S=C(NCC1CCCO1)Nc1ccc(Cl)cc1Cl (centres undefined)
-5%	16%	-5%	-14%	15%	0	-8%	-2%	-1%	COc1ccc(-n2nnnc2SCc2nc(N)nc(N3CCOCC3)n2)cc1
0%	13%	50µM*	-9%	33%	14	102%[activator]	0%	4%	CC(C)(C)OC(=O)NCCC(=O)Oc1ccc2ccc(=O)oc2c1
3%	3%	-16%	1%	29%	-6	-5%	-3%	-6%	O=C(NCc1ccncc1)c1cccc(S(=O)(=O)Nc2ccc(F)cc2)c1
-8%	1%	13%	-16%	59%[activator]	-3	-6%	-3%	-10%	COc1ccc(NC(=O)COC(=O)CC2CCCC2)cc1Cl
-3%	0%	-3%	-16%	15%	4	1%	7%	1%	CCN(C(=O)COC(=O)c1ccc(F)c(S(=O)(=O)N2CCOCC2)c1)C1CCS(=O)(=O)C1 (centres undefined)
-7%	-16%	28%[57.1 µM]	-23%	33%	-3	8%[57.1 µM]	3%	0%	CC1=C(C(=O)Nc2ccccc2)C(c2cc(CN3CCOCC3)cs2)C2=C(CCCC2=O)N1 (centres undefined)
-6%	8%	5%[57.1 µM]	-2%	17%	-3	3%[57.1 µM]	13%	-1%	Cc1ccccc1NS(=O)(=O)c1ccc2[nH]cc(C(=O)N3CCCC3)c(=O)c2c1
1%	-2%	9%	-19%	22%	3	-4%	-13%	4%	C/C(=N\NC(=O)c1ccccc1)c1ccc(-n2ccnc2)cc1

(cont.)
Tb PGK inh	GLS inhibitor	rTrxR1 inhibitor	USP1-UAF1 inh	HP1b chromo inh	PI4K2A inh	TrxR1 substrate	mIDH1 inhibitor	Pin1 inh	SMILES
-4%	-4%	27%	-18%	42%[activator]	-9	1%	3%	-5%	CC(C(=O)N1CCc2ccccc2C1)N(c1ccccc1)S(C)(=O)=O (centres undefined)
-4%	16%	23%	-23%	34%	-1	3%	1%	-2%	COc1cc(CC(=O)OCC(=O)Nc2ccc(N3CCOCC3)cc2)cc(OC)c1OC
3%	-10%	17%	-13%	19%	1	-7%	-19%	-4%	CCOC(=O)c1ccc(NC(=O)C(Cc2ccccc2)N2Cc3ccccc3C2=O)cc1 (centres undefined)
4%	0%	8%	-4%	30%	-2	1%	-1%	-1%	CCCc1[nH]n(-c2ccc(F)cc2)c(=O)c1C=NCC1CCCO1 (centres undefined)
-1%&1%	-3%&7%	35%	-24%&-11%	18%&48%	-2&4	5%	7%&-1%	-4%&0%	COc1ccc(OC)c(CNC(=O)C2CCN(S(=O)(=O)N3CCCCC3)CC2)c1
-1%	1%	?	-21%	28%	0	4%	-4%	-1%	COCC(C)NC(=O)COCc1cc(-c2ccc3c(c2)OCO3)on1 (centres undefined)
7%	4%	13µM*	-9%	?	-10	1%	-6%	?	CNC(=O)c1c(C)[nH]c(=S)c(C#N)c1-c1ccco1
12%	10%	-10%	-1%	20%	-1	-7%	-2%	-8%	COc1ccccc1C(=O)NCC(=O)NNC(=O)C1COc2ccccc2O1 (centres undefined)
